Bioassay records from PubChem.
PfG6PD inh – PfG6PD (Plasmodium falciparum) enzyme inhibition; PfGluPho enzyme, NADPH resazurin-diaphorase fluorescence; inhibition, % at 20 µM; 0.78% of 350,000 active;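 active means inhibition reaching at least a set limit at 20 µM in the primary screen, cut at about 59% in these data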;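 further: 0% = DMSO wells with substrate and 100% = DMSO wells lacking glucose-6-phosphate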
SENP8 block-1 – inhibitors of human SENP8 protease | Q96LD8 | recombinant SENP8, Nedd8 substrate fluorescence | inhibition, % at 20 µM | 0.64% of 360,000 active | AID 602440; in the data active means inhibition mostly above about 40%, no sharp cut-off; inactive means mostly below about 27%
Target sequence (Q96LD8 whole entry, looked up): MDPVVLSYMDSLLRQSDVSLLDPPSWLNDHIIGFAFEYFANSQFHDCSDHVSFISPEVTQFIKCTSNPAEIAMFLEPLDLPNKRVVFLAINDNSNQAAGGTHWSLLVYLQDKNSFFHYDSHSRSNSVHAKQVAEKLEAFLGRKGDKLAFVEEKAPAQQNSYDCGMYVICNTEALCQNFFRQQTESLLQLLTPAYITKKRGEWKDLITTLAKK
SENP6 block – inhibitors of human SENP6 protease | Recombinant SENP6 catalytic domain, aminoluciferin luminescence | inhibition, % at 10 µM | 1.8% of 330,000 active | AID 2599;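 active means inhibition above about 50% at the single tested dose, limit read from the data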;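 further: plate controls were DMSO wells with enzyme for no effect and DMSO wells lacking enzyme for full effect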
SENP1 FRET inh – SENP1 (human) catalytic domain inhibition; Q9P0U3; recombinant SENP1 catalytic domain, CyPet-SUMO1-YPet FRET cleavage; inhibition, % at 10 µM; 0.21% of 360,000 active;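 active means inhibition at least 30% at 10 µM, raw YFP signal under a set limit, fluorescence ratio 0.5 to 1.5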;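 further: 0% = enzyme with DMSO and 100% = no enzyme wells; some results filed as inactive read as strong as hits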
Target sequence (Q9P0U3 419-644 limits assumed): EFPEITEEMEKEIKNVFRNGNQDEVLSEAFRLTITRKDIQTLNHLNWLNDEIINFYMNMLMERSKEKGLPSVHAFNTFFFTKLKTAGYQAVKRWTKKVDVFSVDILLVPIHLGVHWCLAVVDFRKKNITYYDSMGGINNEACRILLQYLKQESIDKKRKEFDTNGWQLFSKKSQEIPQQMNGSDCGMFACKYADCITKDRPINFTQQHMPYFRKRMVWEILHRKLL
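material = recombinant human SENP1 catalytic domain, His6-tagged | quantity = 20 pM enzyme | reagent = 25 nM SUMO1 FRET substrate | compound dosing = 10 µM single point, 0.5% DMSO | timing = 50 min enzyme reaction, room temperature, light-protected | detection = FRET, CFP and YFP emission | control set = no-enzyme low, enzyme-DMSO high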
SENP7 block – inhibitors of human SENP7 protease; Q9BQF6; recombinant SENP7, Z-RLRGG-aminoluciferin luminescence, 40 min; inhibition, % at 5 µM; 1.5% of 330,000 active;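 active means inhibition above about 50% at the single test dose, limit read from the data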;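 further: plate controls were DMSO with enzyme for no effect and no enzyme buffer wells for full effect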
Target sequence (Q9BQF6 706-1050 limits assumed): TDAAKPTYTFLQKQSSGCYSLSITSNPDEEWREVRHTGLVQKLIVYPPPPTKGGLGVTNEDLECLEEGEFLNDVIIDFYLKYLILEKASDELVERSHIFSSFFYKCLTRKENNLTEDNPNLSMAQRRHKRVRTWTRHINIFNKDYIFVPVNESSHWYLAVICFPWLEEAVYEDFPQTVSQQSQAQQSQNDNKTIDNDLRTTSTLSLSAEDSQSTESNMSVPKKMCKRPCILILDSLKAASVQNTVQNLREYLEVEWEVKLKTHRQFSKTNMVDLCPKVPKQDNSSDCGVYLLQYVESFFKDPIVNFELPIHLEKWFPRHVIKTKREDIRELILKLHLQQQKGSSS
UBC13 polyUb – human UBC13 polyubiquitination inhibition; inhibition, % at 20 µM; 0.47% of 330,000 active; UBC13 polyubiquitin chain formation, TR-FRET; in the data active means inhibition above about 45%, passing the limit was not always enough
Target sequence (P61088 whole entry, looked up): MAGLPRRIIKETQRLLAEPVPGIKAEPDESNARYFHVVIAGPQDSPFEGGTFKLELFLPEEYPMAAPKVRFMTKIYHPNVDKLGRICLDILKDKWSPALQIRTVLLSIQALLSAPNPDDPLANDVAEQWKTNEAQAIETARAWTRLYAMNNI
HKDC1 inhibitor – blocks human hexokinase HKDC1 activity. recombinant HKDC1, G6PDH/diaphorase resazurin coupled fluorescence. inhibition, % at 20 µM. 0.16% of 340,000 active. AID 493160;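 active means inhibition above about 35% when tested at 20 µM, limit read from the data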;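 further: plate controls were DMSO wells with enzyme for no effect and DMSO wells lacking enzyme for full effect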
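Material: recombinant HKDC1 hexokinase; Amount: HKDC1 at 5 µg/mL; Medium: Tris pH 8.0 buffer with MgCl2, Tween-20, BSA, BME; Schedule: 90 min reaction incubation at room temperature, dark; Technique: coupled resazurin fluorescence, excitation 525 nm, emission 613 nm.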
SENP8 block-2 – SENP8 protease inhibition. Q96LD8. purified SENP8, Z-RLRGG-aminoluciferin cleavage, luminescence. inhibition, % at 10 µM. 1.2% of 330,000 active. AID 2540; in the data active means inhibition above about 50%
beta cell repl – MIN6 beta-cell proliferation induction; MIN6 cells proliferation, ATPlite luminescence, 48 h; cells starved in 0.2% serum; 100% = growth in 10% serum; proliferation, % at 10 µM; 0.29% of 330,000 active; AID 2380;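 active means compounds whose signal lies at least 3.5 SD above the mean of all wells on their plate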;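 further: 0% = DMSO-treated cells in low-serum medium and 100% = 10% serum control; some compounds called inactive have numbers as strong as hits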
The depositor's hits bear a star; i = inactive; / = not tested or not shown.

SMILES	PfG6PD inh	SENP8 block-1	SENP6 block	SENP1 FRET inh	SENP7 block	UBC13 polyUb	HKDC1 inhibitor	SENP8 block-2	beta cell repl
Cc1cc2c(ncn2C)c(NS(=O)(=O)c2cc(Cl)ccc2Cl)c1C	9	11	6	-1	1	-4	-1	-2	-3
Fc1ccccc1-c1nc(-c2ccccc2)no1	7	11	98*	0	99*	1	-5	95*	-1
Nc1nc(-c2cccnc2)nn1C(=O)Cc1ccccc1	-10	0	-4	-4	-3	8	-8	-4	-2
CCS(=O)(=O)N1CCC(C(=O)NCc2ccccc2OC)CC1	-6	8	-16	2	-3	7	-9	-2	-1
O=C1OCCC1Sc1nnc(-c2ccccc2Br)n1Cc1ccccc1 (stereo not given)	-2	10	-15	0	-11	6	2	-9	0
CC(=O)/C(N=Nc1cc(C)ccc1O)=C(\C)O	-14	27	9	-10	-3	-30	3	2	5
CCCCc1ccc(NC(=O)C(=O)NCCN2CCN(Cc3ccc([N+](=O)[O-])cc3)CC2)cc1	3	10	-24	1	-11	-1	-10	-11	-6
CCCc1cc(=O)oc2c(C)c(OC3CCCCC3=O)ccc12 (stereo not given)	2	-110	11	1	-1	9	-5	-7	1
CN1CCN(c2cc3c(c4c2[nH]c2ccccc24)C(=O)CC(C)(C)C3)CC1	26	-422	-3	-97	4	35	8	3	-6
CCN(CC)C(=O)c1[nH]cnc1C(=O)NCC(=O)OCc1ccccc1	-4	11	-18	0	5	-6	-3	-16	1
Cc1cccc(C)c1C(=NCCCN(C)C)c1ccccc1	6	13	2	0	-3	20	-6	-4	0
CN1C(C(=O)NCc2ccccc2)CC2Cn3c(nc4cc(Cl)c(Cl)cc43)C21 (stereo not given)	-4	2	-4	1	-10	2	2	-14	4
Cc1ccc2nc(-c3ccncc3)c(Nc3ccccc3)n2c1	-6	-279	-8	-8	3	16	3	2	0
NC(=O)Nn1c(CCC(=O)O)ccc1-c1ccc(F)cc1	12	-8	-7	0	1	0	-5	-4	-2
CCSc1nc2ccc(OC)cc2cc1C#N	-6	-88	-5	-5	17	5	3	-16	-2
COc1ccccc1C(=O)NCCC(=O)N(C)CC(=O)Nc1ccccc1Br	4	5	-10	2	0	4	-8	7	4
CC(C)(C)OC(=O)NCCc1nnc(SCc2ccc(Cl)cc2)o1	-32	14	15	2	-6	8	7	9	-1
Cc1ccc(CSCCNS(=O)(=O)c2ccccc2)cc1	0	21	-11	1	0	17	-1	-8	3
O=C(O)c1cc(-c2ccco2)nc2cc3ccccc3cc12	18	-460	-36	-69	5	-9	11	-2	-1
COc1ccc2sc(-c3ccc(S(C)(=O)=O)cc3)c(C#Cc3cncn3C)c2c1	10	i	-9	-127	5	47*	-2	-2	-2
Cc1cc2nc(CS)[nH]c2cc1C	28	-317	3	-26	2	-15	-37	2	-4
O=C(NCCCN1CCOCC1)c1ccc2c(c1)N(Cc1cccc(Cl)c1)C(=O)c1ccccc1S2=O (stereo not given)	11	0	-12	1	-15	1	0	-10	-5
CS(=O)(=O)N1CCN(c2ccc([N+](=O)[O-])c(NCc3ccccc3)c2)CC1	24	45*	-4	0	-13	-27	-5	-9	-2
Cc1cc(C)n2nc3nc4c(cc3c2n1)CCCC4	-1	-286	-9	-31	4	10	18	-10	2

Brought forward from above: 5 entries, then new ones.
SMILES	PfG6PD inh	SENP8 block-1	SENP6 block	SENP1 FRET inh	SENP7 block	UBC13 polyUb	HKDC1 inhibitor	SENP8 block-2	beta cell repl
COc1ccc2sc(-c3ccc(S(C)(=O)=O)cc3)c(C#Cc3cncn3C)c2c1	10	i	-9	-127	5	47*	-2	-2	-2
Cc1cc2nc(CS)[nH]c2cc1C	28	-317	3	-26	2	-15	-37	2	-4
O=C(NCCCN1CCOCC1)c1ccc2c(c1)N(Cc1cccc(Cl)c1)C(=O)c1ccccc1S2=O (stereo not given)	11	0	-12	1	-15	1	0	-10	-5
CS(=O)(=O)N1CCN(c2ccc([N+](=O)[O-])c(NCc3ccccc3)c2)CC1	24	45*	-4	0	-13	-27	-5	-9	-2
Cc1cc(C)n2nc3nc4c(cc3c2n1)CCCC4	-1	-286	-9	-31	4	10	18	-10	2
Cc1ccc(NC(=O)CN(C)S(=O)(=O)c2cccc3nsnc23)cc1Cl	11	20	1	0	5	3	1	0	-2
COCCn1cnnc1SCC(=O)Nc1ccc(Br)cc1F	-4	20	-17	3	5	-6	-4	4	-3
c1ccc(-n2ncc3c(N4CCN(CCOc5cccc6ccccc56)CC4)ncnc32)cc1	10	-22	-16	-1	-15	11	6	-8	-4
CCCCNc1ccc(C(=O)Nc2cccc(C)n2)cc1[N+](=O)[O-]	6	22	3	4	-7	-40	-3	-25	-2
O=C(OCc1nnc(-c2ccccc2)o1)C1CC(=O)N(Cc2ccco2)C1 (stereo not given)	-22	10	-7	0	-3	-5	-4	-7	-1
CSc1ccc(CNCC(O)c2ccccc2)cc1 (stereo not given)	13	24	-14	2	-1	10	-5	0	0
Cc1ccc(N2CC(C(=O)Nc3c4c(nn3C(C)(C)C)CS(=O)(=O)C4)CC2=O)cc1 (stereo not given)	-2	5	10	2	-4	0	-6	7	-3
CCOc1ccc(CNS(=O)(=O)c2cc(-c3cc(C)no3)ccc2OC)cc1OC	-6	12	-9	1	-7	-11	-4	4	-1
c1ccc(-c2cc(N3CCCCC3)ncn2)cc1	-1	-166	-2	2	1	19	-1	-16	-3
Cc1cccc(OCc2nnc(SCC(=O)N3CCN(C(=O)c4ccco4)CC3)n2C)c1C	-10	10	4	-1	11	1	15	4	0
Cc1ccccc1-n1nnnc1SCC(=O)NCC1(N2CCOCC2)CCCCC1	0	6	-19	2	6	2	-1	3	1
O=C(CN1C(=O)NC2(CCOc3ccccc32)C1=O)c1ccc(F)cc1 (stereo not given)	9	-4	3	-6	-1	-4	7	0	-1
Nc1nc(-c2cccnc2)nc2sc3c(c12)CCCC3	37	-371	-33	-3	-6	0	-2	-15	-4
CC(C)(C)NC(=O)C(c1ccco1)N(Cc1ccc2c(c1)OCO2)C(=O)Cn1nnc2ccccc21 (stereo not given)	3	11	-13	-1	1	0	-7	6	-2
Cc1noc(C)c1COC(=O)c1ccc(F)c(S(=O)(=O)N2CCOCC2)c1	0	9	-3	1	1	1	-5	-2	4
CCOC(=O)N1CCN(C(=O)CNC(=O)c2nn(-c3ccc(OC)c(OC)c3)c(=O)c3ccccc23)CC1	-20	-8	-15	-1	-9	-7	-2	-5	-2
O=C(CN1CCN(Cc2ccccc2)CC1)N1CCCc2ccccc21	-5	12	13	-2	4	-2	-4	2	-3
COc1ccc(/C=C/c2ccccc2)cc1[C@H]1[C@H]2C=CC[C@@H](C)[C@@H]2C(=O)N1Cc1ccccc1	6	-267	-5	0	-9	-15	3	9	-8
O=C(O)CSc1nc2ccc(Cl)cc2[nH]1	-7	12	-11	2	-9	-8	-4	0	-3
Cc1cc(C)n2nc(SCc3cc(=O)oc4cc(O)ccc34)nc2n1	/	/	-11	/	-8	-3	/	4	-3
Cc1nnc(SCCN2CCOCC2)n1-c1cccc(Cl)c1	-1	16	-3	-2	3	-1	-1	-2	-1
COc1ccc(/C=N/NC(=O)CNC(=O)COc2ccccc2)cc1	-7	15	-14	1	3	4	-6	3	-3
CC(Oc1ccc(Br)cc1)C(=O)Nn1c(=S)[nH]c2ncccc2c1=O (stereo not given)	/	/	-15	/	-2	-3	/	-4	0
Cc1ccc(CN2CCNC(=O)C2CC(=O)NCC(F)(F)F)o1 (stereo not given)	5	3	2	-7	5	6	-7	-4	-1
Cc1nn2c(N3CCOCC3)cc(C(C)(C)C)nc2c1-c1ccc(Cl)cc1	4	-277	-7	-2	-9	40	-4	-7	-4
Cc1ccc(Cl)cc1OCC(=O)NCCOC(=O)Nc1sc(=S)n(C)c1C	2	15	9	3	5	2	16	6	-1
CC(C)(C)[C@H]1COC(=O)[C@@H](Cc2ccc(F)cc2)C/C=C\C[C@@H](CC(=O)N[C@@H](CO)Cc2ccccc2)C(=O)N1	-4	9	8	3	8	13	3	-6	-2
Cc1c(C(c2ccc(Br)cc2)c2c(C)n(C)n(-c3ccccc3)c2=O)c(=O)n(-c2ccccc2)n1C	-16	1	16	0	7	-5	-4	2	-3
COc1ccc(C(=O)N2CCc3cc4c(cc3C2C)OCCCO4)cc1 (stereo not given)	8	16	6	-3	-2	7	-7	2	-1
COC(=O)NN=C1CCC(c2ccccc2)CC1 (stereo not given)	15	4	-15	3	4	-2	1	0	-1
O=C1CCCN1CCCNS(=O)(=O)c1ccc(F)c(F)c1	-7	12	-1	2	-3	0	-4	3	0
COc1ccc(S(=O)(=O)N2CCCC(C(=O)NC3CCCC3)C2)cc1OC (stereo not given)	-6	4	-10	0	2	2	-1	0	1
COc1cccc(-c2nnc(SCC(=O)NCc3ccc4c(c3)OCO4)n2Cc2ccco2)c1	0	24	1	-5	-6	-12	5	-1	2
Cc1cccc(C)c1-n1cccc1/C=C1/C(=N)N2C(=NC1=O)SN=C2S(C)(=O)=O	-6	-73	20	-5	7	-3	2	5	0
COC(=O)C1(C)NC(c2cccs2)C2C(=O)N(c3ccc(F)cc3)C(=O)C21 (stereo not given)	-10	11	-18	-1	-9	-1	1	-7	-2
CCOC(=O)c1cc(C(=O)NC(C)c2ccccc2)c(=O)[nH]c1C (stereo not given)	-10	-37	12	1	8	-6	2	1	-2
O=S(=O)(NC1CCCC1)c1cccc(-c2nnc(-c3ccccc3)o2)c1	-7	12	6	2	5	6	6	-3	4
O=C(Nc1ccon1)c1ccccc1F	6	20	-13	0	-1	1	9	2	-2
COc1ccc(NC(=O)C2=C(C)Nc3ncnn3C2c2ccccc2C(F)(F)F)c(OC)c1 (stereo not given)	30	-463	-6	6	-9	8	7	-1	-3
CCn1cnc2cc(NCc3nc4ccccc4n3Cc3ccccc3)ccc21	35	-80	14	-1	2	-6	8	6	-3
N#Cc1ccc(COC(=O)C2CCC(=O)N2)cc1 (stereo not given)	3	10	-28	1	-10	-6	-4	-10	-1
Cc1ccc(S(=O)(=O)N(C)c2ccc(OCC(=O)NCC3(N(C)C)CCCCC3)cc2)cc1	-2	13	6	1	0	2	0	-4	-6
O=C(COC(=O)c1ccc[n+]([O-])c1)Nc1ccc([N+](=O)[O-])cc1Cl	2	14	-6	0	7	-8	0	-7	-3
COC(=O)C1=C(C)NC(C)=C(C(=O)OC)C1C(=O)OCC(=O)Nc1ccc(C(C)=O)cc1	-7	-188	-8	0	23	-1	4	-8	0
Cc1nc(N2CCCCC2)c2c(C)c(C(=O)Nc3cccc(C(F)(F)F)c3)sc2n1	10	-112	-12	4	-4	37	4	-11	-6
Cc1ccc(NC(=O)c2cc(S(=O)(=O)N3CCCCC3)c[nH]2)cc1F	-6	11	-1	1	-8	-4	4	-1	1
CCc1nc(N2CCN(C(=O)CCl)CC2)c2c3c(sc2n1)CC(C)CC3 (stereo not given)	24	1	6	-2	3	31	30	-8	-4
CCC1c2ccc(C)n2CCN1C(=O)Nc1ccccc1OC (stereo not given)	12	-118	11	-5	-4	-4	-2	-4	-5
Cc1cc(C)cc(NC(=O)[C@H](Cc2c[nH]c3ccccc23)NC(=O)[C@@H]2Cc3ccccc3CN2)c1	-4	2	0	-28	-1	13	7	1	-6
